FUS suppressor: suppressors of FUS proteinopathy in yeast; S. cerevisiae FUS-expressing, growth rescue, OD600, 24 h; AID 1347120; Potency, µM (highest dose often 76.6 µM), without a hit: at the highest dose growth rescue (activation), actives largely listed as activators; hit rate 0.24% among 390,000;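 note: potency is the fitted concentration of half-maximal effect; plate controls were DMSO vehicle for no effect and reference control for full effect; nearly all actives have a fitted effect of over 55% in size; some results filed as inactive show a strong effect at the top dose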
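S. cerevisiae expressing FUS from galactose induction served as the toxicity model. Growth after 24hr at 30C, read as absorbance at 600 nm, indicates suppression of toxicity; compounds dosed at several concentrations.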
TDP-43 yeast inh: rescues yeast growth from TDP-43 toxicity | TDP-43 expressing yeast growth rescue, BacTiter-Glo, 24 h | hit rate 1.8% among 410,000 | AID 652104 | Potency, µM (series often up to 46.1 µM), inactives show at the highest dose growth rescue (activation), usual class: activators; note: potency is the fitted concentration of half-maximal effect; % of control where 0% means no effect; nearly all actives have a fitted effect of over 50% in size
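Readout is BacTiter-Glo luminescence of cell growth, so inhibitors register as activators. TDP-43-expressing yeast at OD600=0.02 in galactose medium, after raffinose pregrowth to mid-log, were incubated with compound for 24 hr at 30 deg C.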
D3 antag: D3 dopamine receptor (human) antagonism | D3R cells, DiscoveRx beta-arrestin luminescence, antagonist mode; hits give low values | max response, negative = inhibition, % | hit rate 2.5% among 360,000; in the data active = max response below about -50%; inconclusive = no clear call, values can overlap the other calls; note: % is set by controls: 0 for no effect and ±100 for the full control effect; mostly tested at two doses, the higher about 12 µM
Target sequence (P35462 whole entry, looked up): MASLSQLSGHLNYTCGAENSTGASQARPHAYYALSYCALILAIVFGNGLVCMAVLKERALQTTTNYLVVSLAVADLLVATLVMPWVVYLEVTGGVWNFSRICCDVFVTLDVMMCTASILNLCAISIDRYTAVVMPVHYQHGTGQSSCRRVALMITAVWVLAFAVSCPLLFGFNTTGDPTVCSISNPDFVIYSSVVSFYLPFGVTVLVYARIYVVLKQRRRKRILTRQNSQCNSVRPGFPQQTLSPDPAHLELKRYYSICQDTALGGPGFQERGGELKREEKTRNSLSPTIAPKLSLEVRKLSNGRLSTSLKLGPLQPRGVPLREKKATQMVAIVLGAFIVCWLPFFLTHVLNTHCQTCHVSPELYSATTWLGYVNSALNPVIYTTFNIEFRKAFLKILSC
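Cells expressing the human receptor were seeded at 1500 cells/well, incubated overnight at 37 degrees C in 5% CO2, then exposed to library compounds with dopamine controls for 90 minutes at 37 degrees C before luminescent detection.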
aSyn yeast inh: rescues yeast growth from alpha-synuclein toxicity; Yeast expressing alpha-synuclein, growth rescue, BacTiter-Glo, 24 h; Potency, µM (series often up to 46.1 µM), without a hit: at the highest dose growth rescue (activation), usual class: activators; hit rate 0.14% among 370,000; AID 652106; note: potency is the fitted concentration of half-maximal effect; % of control where 0% means no effect; nearly all actives have a fitted effect of over 65% in size
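Readout is rescue of growth in alpha-synuclein-expressing yeast, so inhibitors of toxicity appear as activators. Growth after 24 hr at 30 deg C in galactose medium is quantified by luminescence.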
EPAC2 antagonist: blocks human EPAC2 exchange factor; EPAC2 GEF exchange of Rap1B-BODIPY-GDP, fluorescence; Potency, µM (doses to about 114 µM), for inactives: at the highest dose activity, negative = inhibition, most hits filed as inhibitors; hit rate 0.18% among 360,000; AID 720708; note: potency is the fitted concentration of half-maximal effect; % is set by controls: 0 for no effect and ±100 for the full control effect; nearly all actives have a fitted effect of over 45% in size; many of its hits are not listed in these tables
Abeta rescue: restores growth of yeast expressing A-beta42 peptide. yeast expressing A-beta42, growth rescue, OD600, 48 h; response scale: 0% DMSO, 100% iron-clioquinol control. Potency, µM (doses to about 46.1 µM), without a hit: at the highest dose growth rescue, most hits filed as activators. hit rate 0.063% among 410,000; note: potency is the fitted concentration of half-maximal effect; nearly all actives have a fitted effect of over 55% in size
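Yeast A-beta toxicity model in growth medium with pinned compounds, 48 h at 30 C; growth read as absorbance at 600 nm. Normalized to FeCl3/clioquinol equimolar mix (positive) and DMSO (negative).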
EPAC2 ag: activates human EPAC2 exchange factor. EPAC2 activation, biochemical qHTS; response scale: 100% = 6.5 mM cAMP response. hit rate 0.079% among 360,000. Q8WZA2. Potency, µM (doses to about 154 µM), without a hit: at the top dose activation, actives largely listed as activators. AID 720711; note: potency is the fitted concentration of half-maximal effect; nearly all actives have a fitted effect of over 50% in size
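Compounds were titrated in qHTS against a Rap1B-BODIPY-GDP (250 nM) complex with EPAC2 (100 nM) and GDP (50 uM). BODIPY-GDP release tracked at 480/540 nm over 30 min at room temperature, normalized to 6.5 mM cAMP.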
D3 ag: agonists of human D3 dopamine receptor; max activation, %; D3R DiscoveRx beta-arrestin cells, luminescence, 90 min; P35462; hit rate 0.58% among 410,000; in the data active = max activation above about 30%; note: 0% is about no effect; mostly tested at two doses, the higher about 12 µM
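Agonist mode: compounds and dopamine controls were applied to plated cells for 90 min at 37 degrees C after an overnight attachment at 1500 cells/well. Luminescent read-out followed 30 - 60 minutes at room temperature with DiscoveRx detection reagent.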
* marks the source's active call; other numbers are inactive results; ? = inconclusive; · = no result given; [ ] = remark or other dose. Unless noted, calls come from the whole dose curve; as a rule, active = well fitted curve in the direction sought with a large enough effect; inconclusive = small, poorly fitted or top-dose-only effect, or another doubt; inactive = no such curve, though single readings can be large; an effect the other way counts as inactive or inconclusive.

SMILES	FUS suppressor	TDP-43 yeast inh	D3 antag	aSyn yeast inh	EPAC2 antagonist	Abeta rescue	EPAC2 ag	D3 ag
O=C(NCC1CCCO1)c1ccc2c(c1)N(Cc1ccc(F)cc1)CCS2 (stereo unspecified)	28%	17%	-12	9%	-17%	-16%	18%	2
COCCn1c(SCC(=O)NC(=O)Cc2ccccc2)nc2ccccc2c1=O	28%	0%	-11	-2%[1.84 µM]	0%	-9%	7%	-1
Cc1c(CC(=O)N[C@@H](C)C(=O)O)c(=O)oc2cc3c(cc12)CCC(C)(C)O3	-19%	9%	-7	-4%	0%	5%	5%	-3
CC(=O)c1ccccc1OCC(=O)Nc1cccc(S(=O)(=O)N2CCCC2)c1	14%	3%	13	-8%	3%	-12%	11%	4
Cn1c(NNC(=O)CCC2CCCCC2)cc(=O)n(C)c1=O	-4%	-4%	-13	-11%	11%	-11%	4%	-5
CC(=O)c1ccc(N2CCN(c3ncc(C(F)(F)F)cc3Cl)CC2)cc1	26%	5%	-15	-7%	-5%	0%	7%	0
COc1ccc(-c2[nH]ncc2CN(CC2CCC(=O)N2)C(C)C)cc1F (stereo unspecified)	7%	10%	6	0%	0%	-10%	10%	5
CCn1cc([N+](=O)[O-])c(C(=O)N2N=C(c3ccc4ccccc4c3)CC2c2ccccc2O)n1 (stereo unspecified)	28%	11%	?	9%	-5%	4%	1%	-1
Cc1cc(Oc2ccccc2)nc(OCC#N)n1	12%	20%	-7	7%	-2%	-3%	12%	1
CCOC(=O)c1ccc(S(=O)(=O)N2CCN(CC(O)COc3cccc(C(C)=O)c3)CC2)cc1 (stereo unspecified)	22%	-25%	1	-26%	10%	-3%	7%	0
CC1([N+](=O)[O-])COC2(OC1)C(=O)Nc1ccccc12 (stereo unspecified)	12%	-15%	0	-1%	6%	6%	13%	-11
O=c1[nH]c(N2CCN(c3ccccc3)CC2)nc2c1CCC2	-32%	20%	14	2%	8%	15%[9.22 µM]	9%	2
CCC(=O)Nc1ccccc1Nc1cc(C#N)c(C#N)cc1[N+](=O)[O-]	13%	-3%	10	6%	8%	4%	-4%	1
O=C(CSCc1n[nH]c(=O)[nH]1)NCCOc1cccc(Oc2ccccc2)c1	14%	-12%	4	-2%	4%	4%	-1%	-12
Cc1occc1C(=O)NN=C1C2CC3CC(C2)CC1C3	19%	25%	10	3%	-1%	0%	9%	-5
O=C1CC(N2CCN(c3ccccc3)CC2)C(=O)N1c1ccc(Cl)cc1 (stereo unspecified)	-7%	-1%	-3	3%	-10%	-16%	8%	12
CCOC(=O)c1c(NC(=O)c2ccco2)sc2c1CCCCC2	-4%	0%	-14	-1%	-9%	-6%	17%	-19
CCC(C(=O)OC)n1cnc2c(nnn2-c2ccccc2)c1=O (stereo unspecified)	-17%	11%	8	0%	9%	-19%	8%	0
COc1ccccc1C(=O)Nc1sc(Nc2ccccc2)nc1C(N)=O	17%	?	·	·	·	5%	·	-12
O=C(NCc1ccc2c(c1)OCO2)c1nn(-c2ccccc2)c(=O)c2ccccc12	18%	?	4	6%	0%	-5%	8%	-4
Cc1sc(NC(=O)C2=COCCO2)c(C#N)c1C	-17%	-17%	6	-2%	-13%	-12%	0%	-6
C/C(=N/NC(=O)c1ccc(Br)s1)c1cccnc1	6%	12%	-1	-7%	1%	7%	8%	1
CCOc1ccc(C(=O)Nc2cccc(OCc3cc(=O)n4ccccc4n3)c2)cc1	1%	12%	·	·	·	-20%	·	-12
CCC1CCCCN1CCCNC(=O)c1cc2c(=O)n(CC)c3ccccc3c2s1 (stereo unspecified)	-22%	2%	·	·	·	-4%	·	-15
COCCCNC(=O)C[C@H]1C[C@H](C(=O)N2CCCCC2)[C@@]2(C)c3[nH]c4ccc(Cl)cc4c3CCN2C1=O	-7%	4%	?	-3%	1%	-9%	5%	-14

A stretch from further up, as a working copy:
SMILES	FUS suppressor	TDP-43 yeast inh	D3 antag	aSyn yeast inh	EPAC2 antagonist	Abeta rescue	EPAC2 ag	D3 ag
O=c1[nH]c(N2CCN(c3ccccc3)CC2)nc2c1CCC2	-32%	20%	14	2%	8%	15%[9.22 µM]	9%	2
CCC(=O)Nc1ccccc1Nc1cc(C#N)c(C#N)cc1[N+](=O)[O-]	13%	-3%	10	6%	8%	4%	-4%	1
O=C(CSCc1n[nH]c(=O)[nH]1)NCCOc1cccc(Oc2ccccc2)c1	14%	-12%	4	-2%	4%	4%	-1%	-12
Cc1occc1C(=O)NN=C1C2CC3CC(C2)CC1C3	19%	25%	10	3%	-1%	0%	9%	-5
O=C1CC(N2CCN(c3ccccc3)CC2)C(=O)N1c1ccc(Cl)cc1 (stereo unspecified)	-7%	-1%	-3	3%	-10%	-16%	8%	12
CCOC(=O)c1c(NC(=O)c2ccco2)sc2c1CCCCC2	-4%	0%	-14	-1%	-9%	-6%	17%	-19
CCC(C(=O)OC)n1cnc2c(nnn2-c2ccccc2)c1=O (stereo unspecified)	-17%	11%	8	0%	9%	-19%	8%	0
COc1ccccc1C(=O)Nc1sc(Nc2ccccc2)nc1C(N)=O	17%	?	·	·	·	5%	·	-12
O=C(NCc1ccc2c(c1)OCO2)c1nn(-c2ccccc2)c(=O)c2ccccc12	18%	?	4	6%	0%	-5%	8%	-4
Cc1sc(NC(=O)C2=COCCO2)c(C#N)c1C	-17%	-17%	6	-2%	-13%	-12%	0%	-6
C/C(=N/NC(=O)c1ccc(Br)s1)c1cccnc1	6%	12%	-1	-7%	1%	7%	8%	1
CCOc1ccc(C(=O)Nc2cccc(OCc3cc(=O)n4ccccc4n3)c2)cc1	1%	12%	·	·	·	-20%	·	-12
CCC1CCCCN1CCCNC(=O)c1cc2c(=O)n(CC)c3ccccc3c2s1 (stereo unspecified)	-22%	2%	·	·	·	-4%	·	-15
COCCCNC(=O)C[C@H]1C[C@H](C(=O)N2CCCCC2)[C@@]2(C)c3[nH]c4ccc(Cl)cc4c3CCN2C1=O	-7%	4%	?	-3%	1%	-9%	5%	-14

Carrying on:
SMILES	FUS suppressor	TDP-43 yeast inh	D3 antag	aSyn yeast inh	EPAC2 antagonist	Abeta rescue	EPAC2 ag	D3 ag
CCCOc1c(Br)cc(C(=O)OCC(=O)NC2CC2)cc1OC	-4%	-6%	16	-1%	8%	6%	4%	10
O=S(=O)(Nc1nc2ccccc2nc1-[n+]1cccc(N=C([O-])c2ccc(Cl)cc2)c1)c1ccccc1	44%	-1%	6	11%	1%	7%	3%	6
CCOC(=O)c1c(CC(C)C)csc1/N=C/C1C(=O)CC(C)(C)CC1=O	14%	4%[9.22 µM]	5	-2%	-13%	13%	-3%	8
CCOC(=O)c1cc(-c2ccccc2C)n(CC2CC(c3ccc(OC)cc3)=NO2)n1 (stereo unspecified)	?	?	7	3%	-21%	15%	12%	17
COc1ccc(OC)c(NC(=O)c2cc3cc4ccc(C)cc4nc3s2)c1	-29%	0%	·	·	·	0%	·	2
O=C(c1ccco1)N1CCN(C2CN(Cc3ccccc3)S(=O)(=O)C2)CC1 (stereo unspecified)	-21%	7%	0	-5%	8%	-14%	4%	-3
Cc1ccc(S(=O)(=O)N2C[C@@]3(O)Cn4c(=O)ccc(=O)n4C[C@@]3(OC(=O)NCc3ccccc3F)C2)cc1	-19%	-16%	-8	-8%	8%	-16%	14%	-16
CCn1c(=O)c2sccc2n2c(CCCC(=O)N3CCN(c4ccccn4)CC3)nnc12	-5%	2%	15	2%	5%	1%	-4%	0
Cc1c(-c2ccccc2)[n+](=O)c2c(n1[O-])CCCCC2	·	0%	1	0%	-4%	-8%	6%	-9
CCN(C(=O)COC(=O)c1ccc(-n2c(C)ccc2C)cc1)c1c(N)n(Cc2ccccc2)c(=O)[nH]c1=O	·	5%	-1	2%	5%	-1%	-9%	5
CC1(C)CC(=O)C=C(NNC(=O)C2CCCCC2)C1	-11%	-10%	4	-10%	6%	-12%	-3%	-2
C/C(=N/NC(=O)c1ccc(C)s1)c1cccc(NC(=O)COc2ccc(Cl)cc2Cl)c1	30%	15%	-11	-13%	11%	7%	-2%	5
CCc1ccc(OCCCCN(C)Cc2ccccc2)cc1	-20%	-24%	-71*	-5%	9%	-1%	15%	-20
CCCCn1c(N)c(N(CC(C)C)C(=O)C2CCN(S(=O)(=O)c3ccc(Cl)cc3)CC2)c(=O)[nH]c1=O	15%	-1%	2	-2%	1%	-13%	-1%	-3
Cc1c(C)n(Cc2ccccc2)c2ccc(C(=O)NCCCN3CCOCC3)cc12	6%	-16%	-9	0%	-7%	-6%	-4%	-16
COC(=O)c1ccc2[nH]cc(CCO)c2c1	-11%	-21%	-21	-14%	9%	-7%	10%	10
c1ccc2c(c1)C1=NCCN1c1ccccc1-2	19%	15%	-16	1%	5%	2%	0%	-5
CCCn1c(C(C)Nc2nc(-c3cc(Cl)c(N)c(Cl)c3)cs2)nc2cc(Cl)c(N3CCCCC3)cc21 (stereo unspecified)	18%	23%	28	3%	4%	10%	5%	-6
O=C(c1ccc(-c2ccccc2Cl)s1)N1CCOCC1	-5%	15%	-14	0%	9%	-12%	5%	-12
Cc1ccc2[nH]c3c(c2c1)CN(C(=O)CN1c2ccc(F)cc2CCC1C)CC3 (stereo unspecified)	?	?	5	23%	-13%	?	-1%	0
O=C(C1CCCN(S(=O)(=O)c2ccccc2)C1)N1CCN(c2ccc(F)cc2)CC1 (stereo unspecified)	33%	-4%	32	7%	2%	-13%	5%	6
Cc1ccc(C)c(N(C)C(=O)c2cc3c(=O)[nH]c4ccc(C)cc4c3s2)c1	0%	12%	25	5%	-1%	15%	-6%	2
CCc1c(C)nc2cc(-c3ccc(OC)c(OC)c3)nn2c1NCC1CC1	·	35%	86	3%	-11%	-17%	9%	38*
CCOC(=O)c1ccc(-c2c(C)cc3oc(=O)cc(-c4ccccc4)c3c2C)cc1	16%	9%	0	2%	-5%	-2%	5%	-10
O=C(NCc1cccs1)c1cc(C2CC2)on1	-14%	-16%	2	-1%	19%	-33%[inhibitor]	-1%	-1

Screening data (PubChem BioAssay)

Not all compounds are listed; count on the stated rates, not on these rows.
